From PubChem BioAssay
DDE Tn6 FP inh: DD(E)-Tn6 binding inhibition, primary FP screen; P02675; Fibrin DD(E) TRITC-Tn6 fluorescence polarization displacement; inhibition, % at 8.3 µM; actives 0.21% (n = 370,000); AID 720509;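 active means inhibition above a per-campaign cutoff: mean of compounds within control limits plus 3 SD, cut at about 15% in these data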;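 further: 0% = median of all compound wells on the plate and 100% = blocking peptide control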
DDE Tn7 FP inh: disrupts Tn7 cyclic peptide binding to fibrin D-Dimer-E complex. P02675. FP displacement of FITC-Tn7 peptide from fibrin DD(E); 0% = median of compound wells per plate. inhibition, % at 8.3 µM. actives 0.13% (n = 370,000). AID 720508;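 active means inhibition above the mean of compounds falling within the control limits plus 3 SD of them, cut at about 14% in these data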;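 further: 0% = plate median of compound wells and 100% = 10 µM Aha-Tn7 peptide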
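assay system = human clot-derived fibrin DD(E) complex | quantity = Fibrin-DD(E) at 2 µM final | timing = 10 min preincubation, 3 h with tracer, room temperature | signal = fluorescence polarization | measure = percent inhibition | benchmarks = high control wells with 10 µM unlabelled Aha-Tn7 peptide (full inhibition) | replicates = singlicate testing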
ADAM10 inh: ADAM10 inhibition, QFRET primary screen; O14672; recombinant ADAM10, EDANS/DABCYL FRET peptide cleavage, 3 h; inhibition, % at 7 µM; actives 0.62% (n = 370,000); AID 720582;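 active means inhibition above a per-campaign cutoff equal to the mean of compounds falling between control-based bounds plus 3 SD, cut at about 20% in these data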;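 further: 0% = DMSO wells while the 100% control is not disclosed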
Target sequence (O14672 214-748 limits assumed): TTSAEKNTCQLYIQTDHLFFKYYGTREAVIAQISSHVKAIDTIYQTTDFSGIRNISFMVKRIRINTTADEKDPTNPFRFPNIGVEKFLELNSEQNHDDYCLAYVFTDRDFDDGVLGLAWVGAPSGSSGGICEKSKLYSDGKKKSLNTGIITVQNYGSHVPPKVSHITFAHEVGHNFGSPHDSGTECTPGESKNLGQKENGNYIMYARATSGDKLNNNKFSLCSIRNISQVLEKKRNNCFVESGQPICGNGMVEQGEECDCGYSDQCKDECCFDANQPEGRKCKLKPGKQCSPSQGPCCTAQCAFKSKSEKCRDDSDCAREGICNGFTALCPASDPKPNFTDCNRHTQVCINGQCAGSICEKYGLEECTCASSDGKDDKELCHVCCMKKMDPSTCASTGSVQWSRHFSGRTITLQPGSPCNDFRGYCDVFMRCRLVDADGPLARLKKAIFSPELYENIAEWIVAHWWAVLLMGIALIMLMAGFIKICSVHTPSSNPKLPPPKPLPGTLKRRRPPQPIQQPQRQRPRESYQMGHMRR
PLCg1 inh: inhibitors of human phospholipase C gamma1. actives 0.84% (n = 370,000). inhibition, % at 12.2 µM. purified PLC-gamma1, fluorogenic substrate, fluorescence; in the data active means inhibition above about 9.5%
LEDGF integ inh: blocks HIV-1 LEDGF/p75-dependent DNA integration | TR-FRET IN-LEDGF/p75 DNA integration, Eu/Cy5 | actives 0.64% (n = 370,000) | inhibition, % at 3.7 µM;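 active means inhibition above the screen-wide mean plus 3 SD, cut at about 13% in these data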;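 further: signal is the Cy5 over europium emission ratio at 671 and 618 nm; 0% = plate median of compound wells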
ADAM17 inh: inhibitors of human ADAM17; P78536; AID 720648; actives 0.83% (n = 370,000); recombinant ADAM17, EDANS/DABCYL FRET peptide cleavage; inhibition, % at 6.95 µM;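 active means inhibition above the mean of compounds lying between control limits plus 3 SD, set per campaign, cut at about 8.5% in these data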;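 further: 0% = DMSO-only wells as the low control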
TDP2 inh: blocks human TDP2 phosphodiesterase activity; O95551; recombinant TDP2, T5PNP hydrolysis, p-nitrophenol absorbance 415 nm; inhibition, % at 12.8 µM; actives 0.34% (n = 370,000); AID 720702;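 active means inhibition above the mean of all tested compounds plus 3 SD, set per campaign, cut at about 25% in these data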;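 further: 0% = DMSO with enzyme and 100% = buffer with substrate but no TDP2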
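System: recombinant human TDP2 / Amount: 120 nM TDP2 per well / Also added: 5 mM T5PNP chromogenic substrate / Doses: 12.8 µM single point, 1% DMSO / Incubation: 2 h at 37 °C / Detection: p-Nitrophenol epi absorbance / Evaluation: % inhibition relative to enzyme-containing and enzyme-free wells / Repeats: singlicate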
ARFGAP1 inh: inhibitors of rat ARFGAP1 | Q62848 | Arfgap1-stimulated ARF1 GTP hydrolysis, GDP FP detection | actives 0.26% (n = 360,000) | inhibition, % at 16.5 µM;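 active means inhibition above a per-plate limit, mean inhibition of low control wells plus 3 SD, cut at about 25% in these data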;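 further: 0% = DMSO wells with enzyme and 100% = wells lacking Arfgap1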
Target sequence (Q62848 1-136 limits assumed): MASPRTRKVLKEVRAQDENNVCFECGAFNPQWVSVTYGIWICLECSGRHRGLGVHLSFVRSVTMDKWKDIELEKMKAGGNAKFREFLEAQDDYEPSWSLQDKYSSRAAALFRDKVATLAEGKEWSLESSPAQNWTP
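Material: truncated rat Arfgap1 GAP domain; Incubation: compound-enzyme preincubation 20 min, reaction 120 min, detection 60 min, 25 °C; Read-out: percent inhibition of Arfgap1-stimulated GTP hydrolysis; Technique: FP, GDP Alexa 633 tracer displaced from anti-GDP antibody, 620/688 nm; Controls: No-Arfgap1 wells (100%) versus DMSO full-reaction wells (0%); Replication: single well per compound.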
proKLK7 act: activates the human kallikrein-7 zymogen; activation, % at 7 µM; P49862; AID 652039; actives 0.9% (n = 370,000); purified proKLK7, EDANS-DABCYL substrate fluorescence; 100% is mature enzyme control, 0% vehicle;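 active means activation above the mean of all tested compounds plus 3 SD, computed per campaign excluding outliers beyond control limits, cut at about 13% in these data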
Target sequence (P49862 whole entry, looked up): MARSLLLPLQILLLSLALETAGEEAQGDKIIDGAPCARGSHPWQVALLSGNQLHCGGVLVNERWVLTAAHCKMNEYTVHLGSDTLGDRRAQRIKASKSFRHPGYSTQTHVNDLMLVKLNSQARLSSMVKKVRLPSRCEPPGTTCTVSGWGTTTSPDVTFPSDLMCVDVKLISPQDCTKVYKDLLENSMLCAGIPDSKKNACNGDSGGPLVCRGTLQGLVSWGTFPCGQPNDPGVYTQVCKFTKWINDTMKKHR
ASAP1 inh: ASAP1 ArfGAP inhibition. Q9ULH1. ASAP1-stimulated ARF1 GTP hydrolysis, GDP FP detection. inhibition, % at 16.5 µM. actives 0.19% (n = 360,000). AID 624377; in the data active means inhibition above about 25%;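 further: 0% = vehicle with enzyme and substrate and 100% = no enzyme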
* = called active by the depositor.

SMILES	DDE Tn6 FP inh	DDE Tn7 FP inh	ADAM10 inh	PLCg1 inh	LEDGF integ inh	ADAM17 inh	TDP2 inh	ARFGAP1 inh	proKLK7 act	ASAP1 inh
C[C@H]1CCC(=O)N([C@H](CN=[N+]=[N-])Cc2ccccc2)CC1	-1	-1	-4	-1	-1	-5	7	6	-0.5	-5
Cc1cc(SCC(=O)OCC(=O)N(CCC#N)c2ccccc2)nc2ccccc12	2	0	1	-2	1	-2	5	9	0.3	-1
CON(C)S(=O)(=O)c1cccc(C(=O)N(CC(=O)Nc2ccccc2C(F)(F)F)Cc2ccco2)c1	-1	8	-3	0	-3	-3	3	0	0.0	3
N#Cc1ccc(-n2nnc3ccccc3c2=O)c([N+](=O)[O-])c1	1	-6	2	3	1	-5	6	-3	0.0	-8
CC(=O)COc1ccccc1OC(=O)c1ccco1	-1	-10	6	5	1	1	0	3	0.4	-1
NNC(=O)c1nnn(-c2nonc2N)c1CN1CCc2ccccc2C1	7	1	9	2	-4	1	-11	-4	-0.1	8
Cc1ccc(NC(=O)c2ccc(OCC3CCCO3)cc2)cc1 (configuration not stated)	8	-2	2	7	3	2	-19	-5	0.5	-2
CC(=NCCc1ccccc1)C1=C(O)CSC1=O	-1	-4	-7	3	-3	6	-5	2	-0.9	2
Cc1cc(C(F)(F)F)nn1CC(=O)Nc1cccnc1	3	-5	-3	1	1	2	1	8	-0.1	3
COc1cccc(-c2cnc3c(NC=O)cc(-c4ccc(S(C)(=O)=O)cc4)cn23)c1	2	7	-32	-116	-3	-7	3	-12	-2.7	-6
CC(OC(=O)C1=COCCO1)C(=O)Nc1ccc(Oc2ccccc2)cc1 (configuration not stated)	6	-1	-3	-3	0	-4	3	2	-0.3	12
CCOC(=O)N1CCC(N2Cc3cccc(C(=O)Nc4ccc(CC)cc4)c3C2=O)CC1	11	1	0	1	3	0	3	-1	0.3	3
CC(OC(=O)c1snc(C(=O)NC2CCCCC2)c1N)C(=O)NC(C)(C)C (configuration not stated)	6	-10	-87	-8	5	-27	-6	-2	0.0	-4
CCCCNC(=O)CN1C(=O)NC2NC(=O)NC21 (configuration not stated)	1	4	-6	4	2	0	1	-10	0.5	3
O=c1ccc2ccc(O[C@@H]3O[C@H](CO)[C@@H](O)[C@H](O)[C@H]3O)c(O)c2o1	-7	0	-4	-6	0	-1	5	6	-0.2	1
CC(C)CC(CO)N1CCN(C(=O)c2cccc(Cl)c2)CCC1=O (configuration not stated)	-4	5	8	0	-2	-6	1	7	0.2	-4
COc1cc(OC)cc(C(=O)Nc2ccc(NC(=O)c3ccco3)c(C)c2)c1	-1	0	11	3	3	1	-16	1	0.4	7
O=C(O)c1cccc(S(=O)(=O)NCCC(c2ccccc2)c2ccccc2)c1	-1	0	-5	1	-1	-6	12	2	0.4	2
Cc1nc(SCC(=O)Nc2cc(C)on2)c2c(=O)n(C)c(=O)n(C)c2n1	0	7	-10	2	0	-3	2	-3	-0.5	4
O=C(NC(C(=O)N1CCCC1C(=O)NC1CCCC1)c1ccccc1)c1cccs1 (configuration not stated)	3	2	-4	2	1	-6	2	-5	0.0	4
Cc1ccccc1Nc1nc(CSc2nnnn2-c2ccccc2)cs1	4	1	8	1	3	4	-6	-1	0.5	14
CC(=O)Nc1ccc(S(=O)(=O)N2CCC(C(=O)NCc3ccncc3)CC2)cc1	5	3	-1	1	0	-2	6	0	-0.9	1
C[C@H](NC(=O)c1cc2cc(Cl)ccc2n1C)C(=O)N1CCC(C(=O)O)CC1	5	-1	-2	-3	3	-8	0	18	-0.3	24
Cc1cc(C)c(S(N)(=O)=O)c(C)c1N(C)S(=O)(=O)c1ccc(Cl)cc1	0	-6	8	4	2	5	-11	0	-0.1	-3
CC(C)CC1NC(=O)N(CC(=O)Nc2cc(S(=O)(=O)N3CCOCC3)ccc2Cl)C1=O (configuration not stated)	-12	-3	-3	8	-2	-4	11	-5	-0.1	-9
CCOC(=O)CN(C(=O)Cn1nnc2ccccc21)C(C(=O)NCCOC)c1ccccc1 (configuration not stated)	4	1	0	-2	-1	-4	-8	12	0.1	-1
CC(C)C(=O)N1CCN(c2ccc(NC(=O)c3cccs3)cc2)CC1	9	-9	3	6	-3	2	-10	5	0.3	4
Cc1cccc(NC(=O)COC(=O)c2cccc(S(=O)(=O)N3CCCCCC3)c2)c1	1	6	2	3	0	2	-1	8	-0.1	9
Cc1cc([N+](=O)[O-])ccc1-c1ccc(/C=N/NC(=O)c2ccc(Br)o2)o1	1	4	-6	-22	-5	-2	5	-6	0.4	0
COc1cccc(-c2nnc(SCC3CNC(=O)O3)n2-c2ccc(Cl)cc2)c1 (configuration not stated)	-7	5	-3	-1	-2	0	-7	6	0.1	-5
Cc1ccc(S(=O)(=O)N(C)C)cc1NC(=O)C1CCN(C(=O)Nc2ccccc2)CC1	-6	2	-14	0	-2	-3	0	3	0.2	0
CC(C)c1nc2sc3c(NCc4ccccc4)ncnc3c2c2c1COC(C)(C)C2	-10	-8	-7	-3	2	-6	1	-1	-0.2	-7
COC(=O)c1sccc1NC(=O)Nc1cc(OC)ccc1OC	-4	-4	-5	-2	-2	0	13	2	0.3	-7
NC(=O)CC(NC(=O)Cc1ccc(Cl)cc1)c1ccc(NCCCN2CCCC2=O)c([N+](=O)[O-])c1 (configuration not stated)	1	1	2	-4	1	-3	2	-5	0.7	7
O=C(NCCc1c[nH]c2ccccc12)/C(=C\c1cccnc1)NC(=O)c1ccccc1F	0	-8	3	1	3	-1	-12	5	0.2	5
C[C@@H]1CN([C@H](C)CO)C(=O)c2c(c3ccccc3n2C)-c2ccccc2CO[C@@H]1CN(C)C(=O)CCN(C)C	-8	-8	-14	3	-4	1	-2	1	0.0	-2
Cc1ccc(C(=O)OCC(=O)NCc2cccs2)cc1C	-8	1	-6	1	-6	1	-5	7	0.3	-7
CC(C)Oc1ccc(Br)cc1C(=O)N/N=C/c1c[nH]c2ccccc12	5	6	-4	-68	3	-4	0	2	-2.9	7
O=C(NCC1OCCc2ccccc21)c1ccco1 (configuration not stated)	-5	2	0	0	5	-4	-4	9	-0.8	9
COc1ccc(/C=N/NC(=O)Nc2cccc3nsnc23)c(OC)c1	-2	-1	-9	-15	0	-2	4	-6	0.5	9
CCN(CC)CCOC(=O)C(Cc1ccco1)Cc1cccc2ccccc12 (configuration not stated)	-10	-13	6	4	6	-2	-3	-13	0.6	7
CCOc1ccccc1NC(=O)Cn1cnc2c(nnn2-c2cccc(OC)c2)c1=O	-2	-1	-5	1	0	-2	6	5	0.1	-4
CCCc1nc(NC(C)=O)c(C#N)c(-c2ccco2)c1CC	-3	3	-54	-28	-1	-19	12	4	0.6	12
O=[N+]([O-])c1ccc(-c2cn3nc(-c4ccccc4)c(-c4ccccc4)nc3n2)cc1	1	1	-4	-11	1	-3	-7	1	-0.2	-6
Cc1ccc(-n2nccc2-c2nn(-c3cccc(C(F)(F)F)c3)c(=O)n(C)c2=O)cc1	-4	-3	-1	3	3	1	-5	11	-0.6	-7
CCn1c(=O)c(C(=O)NNS(=O)(=O)c2ccc(Br)cc2)c(O)c2ccccc21	-4	7	-1	-2	-4	3	2	-3	-0.2	0
COc1ccc(C(=O)NCCc2nnc(SCC(=O)Nc3ccccc3)n2C)cc1	0	0	9	1	-4	-1	-2	-2	0.0	-17
Cc1[nH]cnc1CSCc1ccc(F)cc1	-1	2	-4	0	-2	-2	2	1	-0.1	-2
COc1ccccc1S(=O)(=O)Cc1ccc(C(=O)N2CCN(c3ccc(C)cc3)C(C)C2)o1 (configuration not stated)	-5	-3	-3	0	-2	4	-4	-9	0.5	-9
O=c1ccc(-c2ccc(S(=O)(=O)NCC3CCN(Cc4cccc(F)c4)CC3)s2)n[nH]1	5	0	-15	-4	3	0	0	-2	-0.7	3
CN(C)C(=O)OCc1c(-c2ccccc2)ncc2ccccc12	1	-6	-26	1	1	2	-1	1	0.4	9
CC1=C(C)CC2C(C1)C(=O)c1ccc(Br)cc1S2(=O)=O (configuration not stated)	7	-4	-2	2	0	-2	4	-1	0.2	6
O=C(O)/C=C/C(=O)c1ccc(O)cc1	-3	-1	1	1	-5	1	-5	6	-0.2	-4
CCN(CC)c1ccc(/C=N/NC(=O)CNC(=O)c2ccc3c(c2)OCCO3)cc1	11	4	-380	-80	-3	-131	-14	-5	-3.8	-9
Cc1ccc(C(=O)n2c(-c3ccccc3)cnc2SCC(=O)Nc2ccc(C)cc2C)cc1	-2	7	4	-1	-2	-2	4	8	-0.5	-7
CN(CCC1CCOCC1)C(=O)CC1C(=O)NCCN1Cc1ccccc1F (configuration not stated)	-2	-2	-124	-48	-1	-32	14	2	1.8	-6
COc1cccc(NC(=O)C2CCN(S(C)(=O)=O)CC2)c1	-3	-2	6	7	3	5	-3	-12	-0.6	7
Cn1cc(C(=O)N/N=C/c2cccs2)c2ccccc21	-10	-3	-3	-4	-2	8.9*	-12	16	0.9	-3
O=C(COC(=O)c1cccnc1Cl)Nc1cc(S(=O)(=O)N2CCOCC2)ccc1Cl	0	2	-13	-2	-2	-8	-13	-8	-0.3	-9

5 entries out of the list, arranged by length of the SMILES, largest number first:
SMILES	DDE Tn6 FP inh	DDE Tn7 FP inh	ADAM10 inh	PLCg1 inh	LEDGF integ inh	ADAM17 inh	TDP2 inh	ARFGAP1 inh	proKLK7 act	ASAP1 inh
CCN(CC)c1ccc(/C=N/NC(=O)CNC(=O)c2ccc3c(c2)OCCO3)cc1	11	4	-380	-80	-3	-131	-14	-5	-3.8	-9
CN(CCC1CCOCC1)C(=O)CC1C(=O)NCCN1Cc1ccccc1F (configuration not stated)	-2	-2	-124	-48	-1	-32	14	2	1.8	-6
CC1=C(C)CC2C(C1)C(=O)c1ccc(Br)cc1S2(=O)=O (configuration not stated)	7	-4	-2	2	0	-2	4	-1	0.2	6
COc1cccc(NC(=O)C2CCN(S(C)(=O)=O)CC2)c1	-3	-2	6	7	3	5	-3	-12	-0.6	7
Cn1cc(C(=O)N/N=C/c2cccs2)c2ccccc21	-10	-3	-3	-4	-2	8.9*	-12	16	0.9	-3
